# Screening data as filed in PubChem.
# APJ agonist: agonists of human apelin receptor APJ, primary screen, CHO-K1 cells, PathHunter beta-arrestin, luminescence | P35414 | 0% DMSO wells, 100% apelin | activation, % at 20 µM | hit rate 0.11% among 330,000 | AID 2520, 2010;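 active means activation more than six SD over the plate average, tested at 20 µM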;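 further: 0% = DMSO alone and 100% = apelin-13 at 10 nM; some results filed as inactive read as strong as hits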
# Target sequence (P35414 whole entry, looked up): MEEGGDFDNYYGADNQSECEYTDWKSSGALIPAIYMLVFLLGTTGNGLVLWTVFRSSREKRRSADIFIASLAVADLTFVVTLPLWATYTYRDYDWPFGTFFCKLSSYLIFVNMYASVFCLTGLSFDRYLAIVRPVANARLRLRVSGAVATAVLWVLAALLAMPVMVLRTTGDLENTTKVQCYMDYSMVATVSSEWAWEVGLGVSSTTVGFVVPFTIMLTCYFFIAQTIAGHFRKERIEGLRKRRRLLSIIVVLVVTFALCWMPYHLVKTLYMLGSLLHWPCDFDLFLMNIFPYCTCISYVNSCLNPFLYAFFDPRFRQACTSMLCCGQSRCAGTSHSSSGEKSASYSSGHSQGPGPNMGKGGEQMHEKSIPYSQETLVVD
#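 Test system – PathHunter CHO-K1 APJ (AGTRL-1) beta-arrestin reporter cells · Input – 1000 cells/well · Compound – single test compound dose, 20 µM final, 1% DMSO · Times – compound stimulation 90 min at 25 °C, detection 60 min · Technique – beta-gal luminescence · Read-out basis – APJ–arrestin association signal · Control set – negative DMSO alone, positive Apelin-13 at 10 nM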
# tim23-1 inh: growth inhibitors of tim23-1 mutant yeast, primary screen, luminescence, uHTS; S. cerevisiae tim23-1 growth, BacTiter-Glo luminescence, 24 h; inhibition, % at 20 µM; hit rate 1.3% among 330,000;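 active means growth inhibition of the mutant yeast at or above 50%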;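 further: temperature-sensitive mutant grown at 25 °C; plate controls were DMSO-treated mutant yeast for no effect and medium wells lacking yeast for full effect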
# tim10-1 inh: growth inhibitors of tim10-1 mutant yeast, primary screen, luminescence, uHTS | hit rate 2.2% among 330,000 | inhibition, % at 20 µM | S. cerevisiae tim10-1 ts strain growth, BacTiter-Glo, 24 h;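 active means inhibition of at least 40%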;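 further: mutant grown at 25 °C; 0% = DMSO wells with yeast and 100% = wells holding no yeast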
# UPR CHOP act: activators of apoptotic CHOP UPR arm, primary screen, cell-based, CHO-CHOP luciferase reporter, luminescence, uHTS; UPR activation; percent of tunicamycin response over DMSO baseline; activation, % at 10 µM; hit rate 0.34% among 330,000; AID 449763, 2010;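 active means at 10 µM dose, activation of 40% or more, normalized to positive control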;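 further: 100% = tunicamycin at 10 µg/mL and 0% = DMSO alone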
#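 measured by = luciferase luminescence | assay system = CHO-CHOP cells, stable luciferase reporter of PERK-eIF2a-CHOP signalling | amount = 500 reporter cells seeded per well | timing = 6 h compound exposure at 37 °C after overnight seeding | controls = positive tunicamycin 10 µg/mL, negative DMSO alone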
# TIM10 inh: growth inhibitors of isogenic TIM10 control yeast, primary screen, counter-screen for tim10-1 yeast inhibitor project, luminescence, uHTS; S. cerevisiae TIM10 strain growth, BacTiter-Glo luminescence, 24 h; inhibition, % at 10 µM; hit rate 1.4% among 330,000;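 active means inhibition of 40% or more at the single tested concentration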;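 further: wild-type TIM10 isogenic control strain grown at permissive 25 °C; 0% = DMSO yeast wells and 100% = minimal medium wells without yeast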
# APJ antag: antagonists of human apelin receptor APJ, primary screen, CHO-K1 cells, beta-arrestin complementation, luminescence | P35414 | inhibition, % at 20 µM | hit rate 0.32% among 330,000 | AID 2521, 2010;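 active means inhibition above about 40% at 20 µM, limit read from the data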;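 further: cells challenged with 10 nM apelin-13 agonist together with compound; plate controls were apelin-13 plus DMSO wells for no effect and DMSO wells lacking apelin-13 for full effect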
# Mdm2-MdmX inh: inhibitors of human Mdm2-MdmX association, primary screen, cell-based, luminescence, split luciferase, SaOS-2, uHTS. SaOS-2 split-luciferase Mdm2/MdmX complementation. Protein Mdm4 (Homo sapiens) + E3 ubiquitin-protein ligase Mdm2 (Homo sapiens), …. hit rate 3% among 330,000. inhibition, % at 8 µM. AID 485346, 2010;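 active means inhibition of at least 50% at 8 µM in the primary screen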
# UPR XBP1 act: activators of adaptive XBP1 UPR arm, primary screen, cell-based, CHO-XBP1 luciferase reporter, luminescence, uHTS; AID 463104, 2010; activation, % at 20 µM; hit rate 0.33% among 330,000; IRE1-XBP1 UPR activation; percent of tunicamycin response, DMSO as zero;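 active means versus positive control, 20 µM dose yields 30% or more activation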;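 further: 100% = tunicamycin at 10 µg/mL and 0% = DMSO only wells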
#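 Material: CHO cell line with stable XBP1 luciferase reporter; schedule: 16-18 h cell attachment at 37 °C, then 6 h compound exposure; signal: glow luminescence from Steady-Glo reagent; medium: serum-containing F12 medium, 10% FBS; benchmarks: tunicamycin 10 µg/mL and vehicle-only wells; read-out: percent activation relative to tunicamycin reference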
# CXCR6 block: CXCR6 receptor inhibitors, primary screen, cell-based, beta-arrestin, luminescence, CHO-K1 PathHunter, 1536-well | hit rate 0.36% among 360,000 | C-X-C chemokine receptor type 6 (Homo sapiens), O00574 | AID 602244, 2012 | inhibition, % at 20 µM; in the data active means inhibition above about 34%, passing the limit was not always enough;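 further: antagonist mode with CXCL16 agonist at 10 nM final; 0% = 10 nM CXCL16 with DMSO and 100% = unstimulated wells without agonist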
# Target sequence (O00574 whole entry, looked up): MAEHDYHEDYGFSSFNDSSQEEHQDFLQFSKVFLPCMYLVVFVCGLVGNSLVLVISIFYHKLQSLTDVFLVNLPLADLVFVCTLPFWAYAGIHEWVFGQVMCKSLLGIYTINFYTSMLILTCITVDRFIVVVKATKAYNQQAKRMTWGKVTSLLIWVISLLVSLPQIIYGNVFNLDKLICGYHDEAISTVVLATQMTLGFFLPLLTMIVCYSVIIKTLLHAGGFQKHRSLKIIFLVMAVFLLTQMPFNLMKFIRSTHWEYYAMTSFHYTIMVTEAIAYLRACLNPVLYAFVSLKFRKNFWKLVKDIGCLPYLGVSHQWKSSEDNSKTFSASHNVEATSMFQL
# An asterisk follows results filed as active. Some of the compounds tested, so the mix of outcomes need not match the whole.
mol	APJ agonist	tim23-1 inh	tim10-1 inh	UPR CHOP act	TIM10 inh	APJ antag	Mdm2-MdmX inh	UPR XBP1 act	CXCR6 block
O=C(O)c1cc2c(ccc3ccccc32)[nH]1	-1	-2	4	-1.1	13	-5	4	0	-10
COc1cc(C2C(=O)c3ccccc3C2=O)ccc1O	-3	40	32	3.8	16	15	17	9	17
COc1ccc(CCNC(=O)CCCn2nc(C)n3ccnc3c2=O)cc1OC	-2	-8	-13	-0.4	0	5	1	0	-9
O=C(CSc1nncs1)Nc1ccc2c(c1)OCO2	0	5	-8	-0.5	10	2	-5	-2	3
O=[N+]([O-])c1ccc(Cl)cc1NCCCN1CCOCC1	-3	-32	2	-2.3	8	22	31	1	2
CC(=O)N1CCc2cc(S(=O)(=O)Nc3ccc(C)cc3)ccc21	-3	-3	17	-0.9	-3	-16	-15	0	1
CC1CC(C)CN(C(=O)C(C)N2CCN(S(=O)(=O)c3ccccc3F)CC2)C1 (stereo unspecified)	-1	11	16	-0.8	2	1	12	0	0
CCC1=C(OC(=O)N(CC)CC)N2C(=O)OC(=NCCc3c[nH]c4ccccc34)[C@]2(Cc2ccccc2)[C@H]2C1=CC[C@H]1C(=O)N(c3ccccc3)C(=O)[C@H]12	-2	-23	9	-1.2	-7	3	29	1	4
CCOC(=O)Nc1ccc2c(c1)N(C(=O)CCN1CCN(CCO)CC1)c1ccccc1S2	-2	12	15	2.1	-4	0	31	-3	0
CC(C)(C)c1ccc(C(=O)CSc2ncn[nH]2)cc1	-2	21	24	3.1	13	-6	-69	5	12
O=C(Nc1ccc(F)cc1)N1CCCC(c2nc3c(nnn3Cc3ccccc3Cl)c(=O)[nH]2)C1 (stereo unspecified)	-2	-8	-10	-0.2	-3	10	20	-3	6
Cc1nnc2n1N=CC=C(c1ccccc1)S2	-3	31	16	1.4	22	10	16	-2	-1
Cc1csc(SCC(=O)Nc2sc3c(c2C#N)CCC3)n1	3	20	17	-2.7	-1	-3	-21	3	-3
Cc1ccccc1NS(=O)(=O)c1ccc(C(=O)NN2CCCCC2)cc1	8	4	10	0.5	5	10	29	-5	-9
COc1ccc(-c2nn(-c3ccccc3)cc2/C=C2/SC(=S)N(CCC(=O)O)C2=O)cc1	-2	25	10	3.7	20	9	25	0	14
COc1ccccc1NS(=O)(=O)c1cccc(C(=O)NNC(=O)c2ccc(O)c(Cl)c2)c1	4	15	2	0.2	-7	24	17	-3	-10
Cc1ccc2nc(CSc3nnc(Cc4cccs4)n3C3CCCCC3)cc(=O)n2c1	7	20	25	1.8	17	11	-9	-2	-2
O=S(=O)(NC(=NC1CCCCC1)c1ccccc1)c1ccc(F)cc1	2	21	18	0.6	11	-12	24	-5	6
CN(C)S(=O)(=O)c1cccc(NC(=S)N/N=C/C(c2ccccc2)c2ccccc2)c1	-6	7	16	-0.8	11	-11	-7	-3	5
O=C(c1cc(F)ccc1F)C1CCCN(C(=O)CCCN2CCCCC2=O)C1 (stereo unspecified)	0	13	5	-3.7	-9	-12	-5	5	0
COc1cc(OC)cc(C(=O)Nc2cccc(NC(=O)c3ccccc3)c2)c1	-3	17	6	5.1	8	14	13	-2	-1
O=C(Cc1cccs1)N1CCN(S(=O)(=O)c2ccc(F)c(F)c2)CC1	-1	8	3	-1.4	5	5	-16	2	2
O=C(O)CC(NC(=O)CCC1CCCCC1)c1cc([N+](=O)[O-])ccc1Cl (stereo unspecified)	-3	11	2	-1.4	5	4	-12	-3	-2
Cc1cc(OCC(=O)OCC(=O)N2CCc3ccccc32)ccc1Cl	-3	24	2	-2.1	9	-1	-5	-2	2
Nc1nc2ncc(CNc3ccc(C(=O)N[C@@H](CCC(=O)O)C(=O)O)cc3)nc2c(=O)[nH]1	-4	14	3	-1.3	-5	8	21	-3	0
OCCNCC(O)Cn1ccc2ccccc21 (stereo unspecified)	-5	-2	11	-1.2	6	26	4	-2	16
O=C(CCCOc1ccc(Cl)cc1Cl)n1nnc2ccccc21	-1	46	54*	-2.4	25	8	-8	-3	-1
CCCCNc1ncnc2c1cnn2-c1ccc(C)cc1C	-2	4	-7	1.2	-40	7	23	2	5
Cc1cc2nc(C)n(CCCNC(=O)Nc3ccccc3)c2cc1C	0	6	14	-0.1	5	-4	-1	0	-2
C=CCNC(=O)C1CC(=O)N(c2ccc(OCC(=O)Nc3c(C)cccc3C)cc2)C1 (stereo unspecified)	0	-2	-12	-0.4	-7	8	-6	2	-4
COc1cc(C(=O)Oc2ccc(C(=S)N3CCOCC3)cc2)cc(OC)c1OC	-2	8	1	2.5	0	1	4	-3	0
Cc1cc(NC(=O)COC(=O)C2CSC3(C)CCC(=O)N23)ccc1Br (stereo unspecified)	-4	14	-2	0.8	6	-12	3	-1	3
CCn1c(SCC(N)=O)nnc1-c1ccc2[nH]c(C)c(C)c2c1	2	0	9	0.0	0	8	-2	-1	2
CCOc1ccc2nc(N3CCCN(C(=O)Nc4ccccc4C)CC3)c(C#N)cc2c1	5	24	42*	0.6	2	-23	-5	-2	-3
Cc1cc(=O)[nH]c(NN)n1	-5	-2	7	1.0	-25	-14	-16	-3	-13
CCCCCc1nc(-c2nonc2N)no1	5	11	34	-1.6	13	-5	24	0	4
CC(Cc1cccnc1)NC(=O)CCc1nnc(-c2ccccc2)o1 (stereo unspecified)	0	19	-6	-0.4	-1	3	9	2	-3
CCn1c(C)nc2cc(C(=O)NNC(=S)Nc3ccc(C)cc3)ccc21	-5	16	-13	-1.1	25	28	5	-2	22
CC(Sc1nncs1)C(=O)Nc1ccc2c(c1)OCO2 (stereo unspecified)	0	-5	-2	3.7	2	-15	-15	0	-2
Cc1ccccc1CN1C(=O)[C@@H]2Cc3c([nH]c4ccccc34)C(C)(C)N2C1=O	2	18	19	0.5	8	2	4	0	-11

# A few values from the list.
# Mdm2-MdmX inh with Cc1cc(OCC(=O)OCC(=O)N2CCc3ccccc32)ccc1Cl stands at -5
# UPR XBP1 act with Nc1nc2ncc(CNc3ccc(C(=O)N[C@@H](CCC(=O)O)C(=O)O)cc3)nc2c(=O)[nH]1 stands at -3

# Continued:
mol	APJ agonist	tim23-1 inh	tim10-1 inh	UPR CHOP act	TIM10 inh	APJ antag	Mdm2-MdmX inh	UPR XBP1 act	CXCR6 block
COC(=O)c1ccc(NS(=O)(=O)c2cccc3cccnc23)cc1	0	-7	11	0.9	11	-24	-4	-3	4
COc1cccc(CN2CCN(Cc3c(C)nn(C(C)C)c3C)CC2CCO)c1 (stereo unspecified)	-5	0	5	-2.1	19	-14	-1	-1	1
Cc1cc(S(=O)(=O)N2CCCCC2)ccc1OCC(=O)N1CCOCC1	4	1	-2	-0.2	0	-6	31	-2	1
Cc1ccc(Nc2nc3ccccc3s2)cc1	-1	18	20	6.8	28	4	-268	5	6
CN(Cc1ccccc1)C(=O)COC(=O)c1cc(Cl)nc(Cl)c1	-1	-3	8	0.6	-27	14	12	-1	5
Cc1ccc(-c2noc(CCC(=O)NCCc3ccccc3Cl)n2)cc1	-5	1	22	-2.3	-6	10	28	-3	-2
O=C(NCc1ccco1)C1c2ccccc2Oc2ccccc21	-2	12	6	0.4	-11	25	21	3	1
Cn1c(=N)n(CC(O)c2cccc3ccccc23)c2ccccc21 (stereo unspecified)	-3	4	1	-5.5	-15	-11	31	2	-7
CSc1nnc(C)c(=O)n1COC(=O)COc1ccccc1C	-2	-6	-3	-0.1	3	13	-4	-5	2
COc1ccc(/C=N/Nc2ccc(C(=O)O)cc2)c(OC)c1OC	1	19	21	5.0	-7	-9	7	-1	-8
CC(=O)N[C@@H](Cc1c[nH]c2ccccc12)C(=O)NCc1ccccc1	-2	17	-2	0.4	9	-29	-11	1	0
CCCCNC(=O)c1onc(CS(=O)(=O)c2ccccn2)c1C(=O)NCCCC	-3	0	8	0.8	0	5	16	-2	30
CCNC(=S)Nc1cc(C)ccn1	1	11	10	3.1	19	-1	-30	2	2
Cc1c(C(=O)Oc2ccc(Cl)cc2)n(C)oc1=O	0	-11	-12	0.6	0	2	5	-1	1
COc1ccccc1N1CCN(C(=O)CCC(=O)N2CCN(c3ccc(F)cc3)CC2)CC1	-3	4	15	0.5	1	4	15	-3	4
Cc1ccc(CNC(=O)CCc2cn(C)c3ccccc23)cc1	-1	16	22	0.9	-24	4	-26	-3	15
O=C(NC(=S)Nc1ccc2c(c1)OCCO2)c1cccc2ccccc12	-3	40	39	1.0	44*	15	-7	-1	13
Cc1nc(NCCN2CCOCC2)c2nnn(Cc3ccccc3Cl)c2n1	-3	6	2	1.0	-1	2	18	0	-2
CCOC(=O)Cc1csc(NC(=O)COC(=O)/C=C/c2ccc(OC)cc2)n1	-1	1	-4	1.9	-2	-6	2	-2	1
COc1ccc2cc(CN(CC3CCCO3)C(=S)Nc3ccccc3)c(=O)[nH]c2c1 (stereo unspecified)	-1	49	31	2.2	36	16	52*	3	8
CSc1ncc(C(=O)Nc2ccc(Br)cn2)c(C)n1	-2	-1	3	2.3	9	13	6	1	-10
O=C(/C=C/c1ccccc1)NC(=S)N1CCSCC1	0	7	12	-0.2	5	-2	-18	0	3
COC(=O)c1ccc(N2C(=O)C3CC(C)=C(C)CC3C2=O)cc1 (stereo unspecified)	-2	5	22	3.2	17	6	12	2	-5
COc1ccc(CCNS(=O)(=O)c2cnc(Cl)c(Br)c2)cc1OC	2	10	12	1.1	-9	-6	-8	-3	-2
Cc1ccc(OCC(=O)N/N=C/c2ccncc2)cc1	-3	2	-1	1.0	-2	14	-17	-4	1
CC(C)Cc1nn2c(=O)cc(CSCC(=O)Nc3ccccc3F)nc2s1	-3	8	-2	5.6	-6	7	20	-5	-2
CCN(CC)C1=NC=CC(c2ccccc2)=CC1C (stereo unspecified)	-2	17	13	-0.3	-1	4	18	-3	6
COc1cc(NC(=S)NCc2ccc(S(N)(=O)=O)cc2)c(OC)cc1Cl	-1	0	-14	-1.5	-6	11	14	-1	-11
Cc1ccc(/C=N/N2CCN(c3ccccc3)CC2)cc1	-4	3	13	6.5	4	3	-61	2	6
